# Bioassay records (PubChem BioAssay)
# Tau fluor counter – counter-screen for tau fibril formation inhibitors; tau K18 P301L Alexa594 fluorescence, heparin fibrillization; Potency, µM (top dose mostly 57.7 µM), for the others: top-dose activity change, negative = decrease; 280,000 tested, 0.93% active; AID 1463; note: % is set by controls: 0 for no effect and ±100 for the full control effect; nearly all actives have a fitted effect of over 55% in size
#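 Human tau K18 P301L (15 uM unlabeled, 0.24 uM Alexa 594-labeled) in 100 mM sodium acetate pH 7 with 20 uM heparin, 6 hr at 37 C. ThT 30 uM added, 1 hr ambient; Alexa 594 FP and total fluorescence read at 555/632 nm.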
# TR SRC2 fluor cs – alters Texas Red total fluorescence, flagging assay interference. 280,000 tested, 0.29% active. TRb/SRC2 Texas Red total fluorescence interference. Potency, µM (titrated, usually from 106 µM), without a hit: at the top dose fluorescence change, negative = quenching; active = well fitted curve in either direction with a large enough effect; inconclusive = small, poorly fitted or top-dose-only effect; note: % is set by controls: 0 for no effect and ±100 for the full control effect
#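 Human TRβ ligand-binding domain (0.6 uM) and Texas Red SRC2 peptide (20 nM) in Tris buffer with 1 uM T3 and 5% DMSO were incubated with pinned compound for 5 hr at ambient temperature. Total fluorescence was computed as S + 2P (555/632 nm).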
# L3MBTL1 block – blocks human L3MBTL1; Q9Y468; Potency, µM (titrated, usually from 57.1 µM), for inactives: at the highest dose activity, negative = inhibition, most hits filed as inhibitors; 230,000 tested, 0.66% active; AlphaScreen L3MBTL1–H3K9me1 peptide binding; AID 485360; note: % is set by controls: 0 for no effect and ±100 for the full control effect; nearly all actives have a fitted effect of over 60% in size
#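 Displacement of a biotinylated histone H3(1-15) peptide monomethylated at Lys9 (75 nM) from L3MBTL1 (50 nM) was measured by AlphaScreen after a 30 min room-temperature compound incubation; cefsulodin titration served as intraplate control.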
# HTT cytoprotect – Huntington cell model cytoprotection by ATP luminescence; 230,000 tested, 0.14% active; PC12 HTT-Q103 induced, cytoprotection, ATP luminescence, 40 h; Potency, µM (series often up to 56.4 µM), for the others: cytoprotection (ATP increase), hits mostly activators;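 note: % of control where 0% means no effect; nearly all actives have a fitted effect of over 45% in size; toxic huntingtin expression switched on by the ecdysone agonist tebufenozide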
#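 Huntington model: PC12 line, ecdysone-inducible HTTQ103 exon1–GFP, tebufenozide 100 nM. Test articles in a dose series. Endpoint luminescence from cellular ATP.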
# TRb-SRC2 inh – inhibitors of human thyroid hormone receptor beta-SRC2 interaction | TRbeta-SRC2 peptide binding, fluorescence polarization; receptor liganded with 1 µM T3 | Potency, µM (titrated, usually from 106 µM), for the others: at the highest dose activity change, negative = inhibition, actives largely listed as inhibitors | 280,000 tested, 0.065% active | AID 1469;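 note: plate controls were bound peptide for no effect and peptide without receptor for full effect; nearly all actives have a fitted effect of over 50% in size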
# Target sequence (P10828 whole entry, looked up): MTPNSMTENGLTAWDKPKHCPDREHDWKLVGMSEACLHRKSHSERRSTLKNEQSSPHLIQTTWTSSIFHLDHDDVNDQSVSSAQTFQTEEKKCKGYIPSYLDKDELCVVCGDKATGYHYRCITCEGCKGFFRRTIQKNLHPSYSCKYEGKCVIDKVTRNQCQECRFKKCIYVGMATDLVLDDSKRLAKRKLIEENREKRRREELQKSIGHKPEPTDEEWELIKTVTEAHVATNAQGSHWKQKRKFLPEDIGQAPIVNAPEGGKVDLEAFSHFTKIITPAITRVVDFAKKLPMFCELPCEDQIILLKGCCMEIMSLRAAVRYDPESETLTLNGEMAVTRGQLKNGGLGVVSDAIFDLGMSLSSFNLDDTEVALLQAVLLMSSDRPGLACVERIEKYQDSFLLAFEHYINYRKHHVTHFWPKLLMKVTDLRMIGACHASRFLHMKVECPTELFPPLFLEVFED
#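 TRb LBD 0.6 uM + Texas Red SRC2 peptide 20 nM, 1 uM T3, Tris buffer w/ 5% DMSO; compound pinned, 5 h RT; FP read ex 555/em 632; normalized to unbound and bound controls.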
# Tau FP inhib – tau fibrillization inhibition (FP); 280,000 tested, 0.39% active; Potency, µM (series often up to 57.7 µM), without a hit: at the top dose activity, negative = inhibition, usual class: inhibitors; K18 P301L tau heparin fibrillization, Alexa594 FP, 6 h; AID 1468; P10636; note: % is set by controls: 0 for no effect and ±100 for the full control effect; nearly all actives have a fitted effect of over 55% in size
#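 Recombinant K18 P301L […], labeled with Alexa 594 at 0.24 uM over 15 uM unlabeled; heparin inducer 20 uM final; 37 C, 6 hr; FP endpoint.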
# RECQ1 inh – inhibitors of human RECQ1 DNA helicase; P46063; RECQ1 DNA unwinding, red fluorescence kinetic read; Potency, µM (doses to about 57.3 µM), for inactives: at the top dose activity, negative = inhibition, hits mostly inhibitors; 240,000 tested, 0.54% active;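 note: plate controls were vehicle for no effect and no enzyme for full effect; nearly all actives have a fitted effect of over 30% in size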
# Target sequence (P46063 whole entry, looked up): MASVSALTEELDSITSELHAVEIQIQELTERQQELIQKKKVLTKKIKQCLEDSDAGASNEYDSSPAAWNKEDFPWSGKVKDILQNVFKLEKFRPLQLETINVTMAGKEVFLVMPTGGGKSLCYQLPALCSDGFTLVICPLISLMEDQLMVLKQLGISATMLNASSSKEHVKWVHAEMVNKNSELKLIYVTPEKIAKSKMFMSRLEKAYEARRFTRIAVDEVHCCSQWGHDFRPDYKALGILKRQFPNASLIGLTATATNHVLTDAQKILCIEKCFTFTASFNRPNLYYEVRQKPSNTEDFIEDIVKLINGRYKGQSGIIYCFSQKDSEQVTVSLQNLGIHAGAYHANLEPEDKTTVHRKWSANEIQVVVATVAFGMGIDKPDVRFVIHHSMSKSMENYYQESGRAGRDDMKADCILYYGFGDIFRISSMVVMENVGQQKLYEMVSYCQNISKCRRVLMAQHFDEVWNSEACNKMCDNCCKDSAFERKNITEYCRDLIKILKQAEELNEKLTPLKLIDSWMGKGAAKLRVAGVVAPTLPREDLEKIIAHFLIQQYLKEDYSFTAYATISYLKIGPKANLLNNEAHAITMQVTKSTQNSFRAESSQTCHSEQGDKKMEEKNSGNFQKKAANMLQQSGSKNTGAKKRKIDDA
#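 50 nM RECQ1T1 preincubated 15 min with compound in Tris pH 8.0 buffer with MgCl2, DTT, Tween-20 and 2.5 ug/ml poly(dI-dC); started with 200 nM TAMRA/BHQ-2 forked duplex and 2 mM ATP. Unwinding read as fluorescence (525/598 nm), two reads 2 h apart.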
# Tau ThT inhib – inhibitors of human tau fibril formation, thioflavin T binding | recombinant tau K18 P301L (four-repeat tau fragment), heparin-induced fibrillization, ThT fluorescence | Potency, µM (titrated, usually from 57.4 µM), for inactives: at the top dose activity, negative = inhibition, hits mostly inhibitors | 270,000 tested, 2.1% active; note: % is set by controls: 0 for no effect and ±100 for the full control effect; nearly all actives have a fitted effect of over 55% in size
#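 Heparin-induced (20 uM) aggregation of recombinant human K18 P301L tau, 15 uM unlabeled with 0.24 uM labeled, pH 7 acetate buffer, 6 hr at 37 C with compound. Fibrils quantified by 30 uM ThT fluorescence after 1 hr ambient incubation.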
# An asterisk follows results filed as active; i = inactive; ? = inconclusive; · = no result given; & = joins results of further samples; [ ] = dose if it differs, or a comment. Unless noted, calls come from the whole dose curve; as a rule, active = well fitted curve in the direction sought with a large enough effect; inconclusive = small, poorly fitted or top-dose-only effect, or another doubt; inactive = no such curve, though single readings can be large; an effect the other way counts as inactive or inconclusive. Potency is the fitted concentration of half-maximal effect. Not all compounds are listed, so the mix of outcomes need not match the whole.
SMILES,Tau fluor counter,TR SRC2 fluor cs,L3MBTL1 block,HTT cytoprotect,TRb-SRC2 inh,Tau FP inhib,RECQ1 inh,Tau ThT inhib
CCOC(=O)C1CCN(c2cc(C)nc3ccc(OC)cc23)CC1,-8%,-2%,1%,-22%,3%,-1%,-5%,-5%
COc1ccccc1N1CCN(c2ccc(Cl)nn2)CC1,6%[2.34 µM],1%,1%,?,-2%,-4%,i,-2%
CCCCCCc1c(O)nc(SCCN(C)C)[nH]c1=O,-8%,-1%,4%,-6%[10 µM],-5%,-3%,-1%,-13%
CCCCc1nn2c(=O)cc(COC(=O)c3ccc4c(c3)OCO4)nc2s1,-9%,-7%,·,·,1%,1%,·,?
CC(NC(=O)COc1ccc(-c2nnco2)cc1)c1ccc(Cl)cc1Cl (configuration not stated),-7%,-1%,12%,1%[10 µM],7%,4%,-1%,-5%
Cc1nn(C)c(C)c1NS(=O)(=O)c1ccc(N2CCCC2=O)cc1,4%,-3%,1%,18%[10 µM],5%,9%,0%,6%
Nc1cc(Cl)ccc1N1CCOCC1,-23%,0%,·,-11%,-6%,4%,-5%,-17%
COCCCNC(=O)Cn1c(=O)n(-c2ccc(C)c(C)c2)c(=O)c2c3c(sc21)CCCCC3,2%,5%,·,·,-3%,1%,·,?
O=[N+]([O-])c1cccc(C(=S)N2CCCC2)c1,-4%,0%,2%,24%,6%,-1%,-7%,-2%
CCC(C)(C(=O)NC1CCCCC1)N(C(=O)C1CCC(=O)N1)c1ccc(C)cc1 (configuration not stated),2%,-1%,·,-7%,-14%,0%,0%,0%
CCO[C@@H]1OC(C(=O)Nc2ccccc2)=C[C@H](c2ccc(C(F)(F)F)cc2)[C@H]1CCCO,-27%,-2%,-5%,12%[10 µM],-3%,5%,i,-7%
CCOC(=O)C(C)Sc1cnccn1 (configuration not stated),-1%,-1%,7%,6%[10 µM],-5%,-15%,0%,11%
COC(=O)C1=C(C)N=C2SC(C)C(=O)N2C1c1cccs1 (configuration not stated),-7%,0%,-6%,15%,0%,0%,-6%,-18%
COc1ccccc1NC(=O)CCC(=O)OCc1ccc(Cl)cc1,-5%,-1%,8%,·,-11%,-3%,-13%,2%
CCOc1ccccc1NC(=O)c1nnn(CC(=O)Nc2ccc(OC)c(OC)c2)c1N,?,-6%,·,·,2%,?,·,?
COC(=O)[C@@H]1C[C@]2(OC(=O)c3ccccc3)C=CC(=O)C[C@@H]2N1C(=O)OCc1ccccc1,-4%,0%,-5%,·,0%,9%,i,?
CC1(C)CC(NC(=O)c2ccncc2)CC(C)(C)N1O,1%,-1%,13%,-15%,-8%,1%,i,0%
C/C(=N\NC(=O)c1cccc(S(=O)(=O)N2CCCC2)c1)c1cccs1,2%,-2%,2%,-20%,-5%,7%,0%,4%
O=C(C1CCCN(S(=O)(=O)c2ccc(Br)s2)C1)N1CCCCCC1 (configuration not stated),-1%,3%,·,-19%,-13%,10%,20%,-5%
CCOCCCNC(=O)CCC(=O)NNc1nc2ccccc2c2nc(C)nn12,-4%&11%,-1%&0%,·,-23%,3%&-5%,1%&8%,2%,-1%&14%
CC(C)(C)c1ccc(S(=O)(=O)N(CCCN2CCOCC2)Cc2cccs2)cc1,-9%,6%,-16%,·,9%,0%,0%,-3%
CC1=C(C#N)C(=O)N(C)C(C)(C)C1,3%,1%,-7%,-5%[10 µM],-15%,-2%,-5%,6%
COCCCNC(=S)NCCCNc1nc2cc(C)cc(C)c2cc1C#N,-7%,-2%,-10%,22%[10 µM],-1%,-4%,-7%,-8%
O=S(=O)(NCc1cn2ccsc2n1)c1cccs1,-9%,-9%,8%,4%,5%,3%,-10%,-4%
Cc1cccc(NC(=O)c2ccccc2OCC(=O)N2CCCC2)c1C,-7%,0%,4%,-13%,-6%,-10%,i,-1%
Cc1nnc(NC(=O)CSc2nc3c([nH]c4ccccc43)c(=O)n2-c2ccccc2)s1,-11%,-2%,·,·,3%,-2%,·,9%
Cc1nn(-c2ccccc2)c(Cl)c1/C=N/NC(=O)c1ccccc1F,-4%,1%,4%,-21%[10 µM],2%,5%,-6%,-14%
C=CCn1c(Sc2nncn2C)nc2c1c(=O)[nH]c(=O)n2C,0%,-3%,9%,-2%[10 µM],7%,0%,0%,5%
CCOc1ccccc1COC(=O)c1cccc(-n2cnnn2)c1,-20%,0%,12%,-4%,0%,-14%,-10%,-8%
C=CCOCCN(CC)CC,-7%,2%,7%,-8%[10 µM],0%,-2%,10%,-7%
COC(CNC(=O)c1ccc2nc(-c3ccccc3)c(-c3ccccc3)nc2c1)OC,-20%,-3%,·,-45%,-5%,2%,-23%,-20%
CCN1CCN(c2nc(-c3ccccn3)nc3ccccc23)CC1,2%,0%,?,-26%,3%,1%,-23%,4%
Cc1ccc(C2(c3noc(CN(C)Cc4cnn(C)c4)n3)CCCC2)cc1,-7%[2.34 µM],-5%,0%,-12%[10 µM],-7%,?,i,3%
O=C(O)c1ccc(OCC(O)Cn2cnc3ccccc32)cc1 (configuration not stated),-4%,0%,·,-28%,-1%,-2%,i,-9%
Cc1ccccc1CN1C[C@@H]2C[C@@H](c3cnc(N4CCOCC4)s3)N3CCC[C@@]23C1=O,3%,2%,-5%,-69%[inhibitor][10 µM],2%,2%,i,?
Cc1oc(S(=O)(=O)N2CCCC2)cc1C(=O)Nc1ccc(F)cc1,-15%,-4%,3%,17%[10 µM],7%,-8%,-3%,-3%
COc1ccccc1-c1nnc(SCC(=O)Nc2c(Cl)cccc2Cl)o1,5%,0%,·,-17%[10 µM],4%,7%,-10%,-5%
O=[N+]([O-])c1ccc(Nc2nc(Cl)nc(NCCO)n2)cc1,0%,-2%,10%,-19%,-6%,5%,0%,-14%
NC(=O)NC(=O)COC(=O)CCSc1ccccc1,0%,1%,7%,25%[10 µM],2%,2%,i,-3%
O=C(N/N=C/C=C\c1cccc([N+](=O)[O-])c1)c1cccnc1,?,-1%,·,-1%[10 µM],-2%,10%,-2%,·

# 5 records picked at random from those above:
SMILES,Tau fluor counter,TR SRC2 fluor cs,L3MBTL1 block,HTT cytoprotect,TRb-SRC2 inh,Tau FP inhib,RECQ1 inh,Tau ThT inhib
CCN1CCN(c2nc(-c3ccccn3)nc3ccccc23)CC1,2%,0%,?,-26%,3%,1%,-23%,4%
COc1ccccc1-c1nnc(SCC(=O)Nc2c(Cl)cccc2Cl)o1,5%,0%,·,-17%[10 µM],4%,7%,-10%,-5%
CC(C)(C)c1ccc(S(=O)(=O)N(CCCN2CCOCC2)Cc2cccs2)cc1,-9%,6%,-16%,·,9%,0%,0%,-3%
O=[N+]([O-])c1ccc(Nc2nc(Cl)nc(NCCO)n2)cc1,0%,-2%,10%,-19%,-6%,5%,0%,-14%
O=C(O)c1ccc(OCC(O)Cn2cnc3ccccc32)cc1 (configuration not stated),-4%,0%,·,-28%,-1%,-2%,i,-9%

# Further compounds.
SMILES,Tau fluor counter,TR SRC2 fluor cs,L3MBTL1 block,HTT cytoprotect,TRb-SRC2 inh,Tau FP inhib,RECQ1 inh,Tau ThT inhib
COc1cc(C)ccc1S(=O)(=O)n1nc(C)cc1C,-6%,-2%[53 µM],3%,11%[10 µM],-1%[53 µM],2%,20%,2%
CC(=O)c1ccc(Oc2ncnc3c2oc2ccccc23)cc1,11%,1%,·,·,-3%,5%,·,6%
CN(C)c1nc(OCCNC(=O)COc2ccc(Cl)cc2Cl)nc(N(C)C)n1,0%,3%,·,-17%,-16%,2%,i,-5%
N/C(Cc1ccc([N+](=O)[O-])cc1)=N\OC(=O)c1ccc(Br)o1,-1%,1%,-2%,8%[10 µM],-7%,0%,-14%,-2%
CC(=O)c1[nH]c(C)c(C(C)=O)c1C,-2%,-5%,-1%,-10%,-9%,3%,-3%,-6%
COCCNC(=S)NCCCNc1nc2cc3c(cc2cc1C#N)OCO3,4%,-3%,2%,-23%[10 µM],-2%,-9%,-3%,3%
COc1cc(NC(=O)CN2C(=O)C(c3ccccc3)=NC23CCCCCC3)cc(OC)c1,?,1%,-3%,-10%[10 µM],7%,?,-2%,-7%
COCCn1nnnc1C(C(C)C)N(Cc1cccnc1)Cc1ccccc1Cl (configuration not stated),3%,-5%,-3%[11.4 µM],18%[10 µM],-1%,5%,-15%,-1%
Cc1cc(C(=O)N/N=C/c2cccc([N+](=O)[O-])c2)c2ccccc2n1,-8%,-2%,1%,8%[10 µM],2%,-7%,?,?
Cc1ccc(S(=O)(=O)N2CCN(S(C)(=O)=O)C2c2ccccc2)cc1 (configuration not stated),-9%,0%,15%,-6%[10 µM],8%,-1%,-12%,-1%
O=C(O)CCCC(=O)NCCc1cccc(Cl)c1,4%,2%,-9%[11.4 µM],23%,7%,-2%,-2%,-3%
O=C1C2C3C=CC(C3)C2C(=O)N1c1ncn[nH]1 (configuration not stated),2%,-3%,-4%,4%[0.074 µM],-3%,1%,-9%,-6%
CC(=O)Nc1ccc(NC(=O)c2cc3c(=O)n(Cc4cccnc4)ccc3nc2C)cc1,3%,-1%,·,·,1%,-7%,·,0%
N=c1c2c(ncn1Cc1ccco1)Oc1cc(O)ccc1C2c1ccccc1 (configuration not stated),-12%,0%,-3%,7%[10 µM],-3%,-8%,i,0%
CCOc1ccc(C(C)=O)cc1COC(=O)c1cnc(Cl)c(Cl)c1,-12%,-4%,13%,-47%[inhibitor],-7%,-3%,-2%,-5%
O=C1Nc2ccccc2C(=O)N2CCC[C@@H]12,-5%,1%,·,?,2%,-8%,-8%,0%
O=C(NCc1ccccn1)C(=O)N/N=C/c1ccc2c(c1)OCO2,0%,-1%,4%,-9%[10 µM],-2%,9%,-4%,-10%
